CAL PDZ FP-1 – untagged CAL PDZ binding inhibitors, primary screen, biochemical, fluorescence polarization, HTS; 0.92% of 300,000 active; inhibition, % at 24.9 µM; purified CAL PDZ, TMR-peptide fluorescence polarization, 1 h; Golgi-associated PDZ and coiled-coil motif-containing protein (Homo sapiens), Q9HD26; AID 602252, 2012;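 active means mean inhibition of at least 30% with at least half of replicates also reaching 30%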;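 further: 0% = DMSO neutral control and 100% = excess unlabeled competitor peptide PRC23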
MITF act – activators of MITF-driven TRPM1 promoter reporter, primary screen, cell-based, SK-MEL-5, luciferase, single point; SK-MEL-5 TRPM1-promoter luciferase, 24 h; % of positive control, neutral wells = 0; activation, % at 12.5 µM; 0.75% of 300,000 active;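 active means mean activation of at least 80% with every replicate also reaching 80%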;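 further: 0% = neutral control wells and 100% = parthenolide positive control wells; values of inactives mirror those of a sister screen read the other way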
dFosB act – activators of delta FosB homodimer, primary screen, biochemical, fluorescence polarization, TAMRA-CDK5 oligo, single point | AID 493131, 2011 | 0.99% of 340,000 active | purified delta FosB; percent of positive-control signal above neutral wells | activation, % at 25 µM;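 active means mean activation above about 17%, with every replicate also reaching it, limit read from the data, passing the limit was not always enough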;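 further: fluorescence polarization rise as delta FosB binds a TAMRA Cdk5 AP-1 oligo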
Target sequence (P13346 whole entry, looked up): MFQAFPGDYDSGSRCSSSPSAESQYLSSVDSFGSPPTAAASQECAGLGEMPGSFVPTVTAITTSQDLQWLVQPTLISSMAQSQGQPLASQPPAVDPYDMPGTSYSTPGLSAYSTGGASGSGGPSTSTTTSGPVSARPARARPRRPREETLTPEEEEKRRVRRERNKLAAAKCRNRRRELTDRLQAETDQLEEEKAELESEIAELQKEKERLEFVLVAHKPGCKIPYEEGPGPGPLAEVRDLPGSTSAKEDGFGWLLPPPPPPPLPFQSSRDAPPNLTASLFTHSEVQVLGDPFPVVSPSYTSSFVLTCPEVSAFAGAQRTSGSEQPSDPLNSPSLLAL
CAL PDZ FP-2 – CAL PDZ peptide-binding inhibitors, primary screen, biochemical, fluorescence polarization, Cer-tagged CAL PDZ, HTS; Golgi-associated PDZ and coiled-coil motif-containing protein (Homo sapiens), Q9HD26; purified CAL PDZ, TMR-peptide fluorescence polarization, 1 h; inhibition, % at 20 µM; 0.02% of 330,000 active; AID 504414, 2011;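 active means highest replicate inhibition of at least 40%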;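 further: plate controls were DMSO neutral control wells for no effect and unlabeled competitor peptide control wells for full effect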
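Material – purified CerCALP PDZ construct · Detection – FP readout, S and P plane fluorescence · Measure – percent inhibition from loss of millipolarization · Controls – unlabelled peptide for full inhibition, DMSO wells as neutral · Probe or stimulus – TMR-labelled reporter peptide T*-PRC34 bound in PDZ groove · Times – 1 h at RT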
SR-BI DiI inh – inhibitors of SR-BI mediated HDL lipid uptake, primary screen, ldlA[mSR-BI] cells, fluorescence, single point; inhibition, % at 12.5 µM; ldlA[mSR-BI] CHO cells, DiI-HDL uptake fluorescence, 3 h; 0.96% of 320,000 active; AID 488896, 2010; Scavenger receptor class B member 1 (Mus musculus), Q61009;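 active means mean replicate inhibition of at least 70% and a set share of replicates each scoring 70 or more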;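 further: 0% = median of neutral control wells and 100% = median of positive control wells; values of inactives mirror those of a sister screen read the other way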
SR-BI uptake up – activators of SR-BI mediated DiI-HDL uptake, primary screen, ldlA[mSR-BI] CHO cells, DiI fluorescence; activation, % at 12.5 µM; AID 504775, 2011; 0.096% of 320,000 active; 3 h; 100 = double the neutral-control signal;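 active means mean replicate activation of at least 60% and every replicate at or above 60%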;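 further: 0% = median plate neutral-control signal and 100% = twice that signal; values of inactives mirror those of a sister screen read the other way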
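Test system: SR-BI-overexpressing, LDLR-lacking CHO cells. Measured by: DiI fluorescence, bottom read. Medium: Ham's F12 with 0.5% BSA, HEPES 25 mM, pH 7.4. Timing: 3 h uptake period with compound, 37 °C.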
NSD2 inh – NSD2 histone methyltransferase inhibitors, primary screen, biochemical, AlphaScreen, single concentration, set 2; Histone-lysine N-methyltransferase NSD2 (Homo sapiens), O96028; NSD2 peptide methylation, 120 min; inhibition, % at 12.5 µM; 0.54% of 310,000 active; AID 743445, 2014; in the data active means inhibition above about 50%
PfHsp90 yeast 2 – growth inhibition of PfHsp90-expressing yeast, primary screen, antimalarial PfHsp90 inhibitor project, S. cerevisiae, BacTiter-Glo luminescence, single point, set 2; BacTiter-Glo ATP, 48 h; yeast lacking PDR1 and PDR3 efflux regulators; inhibition, % at 9.4 µM; 0.32% of 310,000 active; AID 504621, 2011;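 active means every replicate shows inhibition above about 80%, whatever the replicate mean, limit read from the data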;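 further: 0% = DMSO neutral controls and 100% = 20 µM radicicol positive controls; yeast relying on Plasmodium falciparum Hsp90 in place of its own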
PvdQ inh – P. aeruginosa PvdQ acylase inhibitors, primary screen, biochemical, fluorescence, plate reader and imaging, single point. PvdQ acylase [Pseudomonas aeruginosa LESB58]. purified PvdQ acylase. AID 488965, 2010. inhibition, % at 10 µM. 0.063% of 340,000 active; in the data active means inhibition above about 30%, passing the limit was not always enough;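 further: 0% = vehicle neutral wells and 100% = reference inhibitor wells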
Rtt109 Vps75 – inhibitors of C. albicans Rtt109/Vps75 HAT, primary screen, biochemical, ThioGlo CoA-SH fluorescence, plate reader; Histone acetyltransferase RTT109 (Candida albicans (strain SC5314 / ATCC MYA-2876)), …; purified Rtt109/Vps75, 4 h; inhibition, % at 34.9 µM; 0.16% of 330,000 active; AID 540336, 2011;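 active means inhibition of at least 50% in every replicate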
Target sequence (Q5AAJ8 whole entry, looked up): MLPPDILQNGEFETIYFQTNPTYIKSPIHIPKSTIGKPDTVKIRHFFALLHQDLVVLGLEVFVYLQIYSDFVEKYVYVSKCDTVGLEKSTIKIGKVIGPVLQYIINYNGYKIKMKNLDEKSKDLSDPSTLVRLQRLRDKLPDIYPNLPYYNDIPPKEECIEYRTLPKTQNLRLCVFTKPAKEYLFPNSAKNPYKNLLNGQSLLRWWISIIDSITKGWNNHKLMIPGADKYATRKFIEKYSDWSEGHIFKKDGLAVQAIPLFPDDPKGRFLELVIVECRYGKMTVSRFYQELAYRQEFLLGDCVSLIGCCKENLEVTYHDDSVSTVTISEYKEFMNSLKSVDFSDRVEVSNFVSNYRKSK
An asterisk follows results filed as active; x = not tested or not shown.

SMILES	CAL PDZ FP-1	MITF act	dFosB act	CAL PDZ FP-2	SR-BI DiI inh	SR-BI uptake up	NSD2 inh	PfHsp90 yeast 2	PvdQ inh	Rtt109 Vps75
COc1ccc(O)c(-c2cc(-c3ccc(F)cc3)n[nH]2)c1	-9.1	41.6	1.2	1.1	36.0	-36.0	41.0	-15.9	2.5	18.8
COCCNC(=S)N(CCc1c(C)[nH]c2ccccc12)Cc1ccco1	x	-4.5	-14.7	-1.2	61.1	-61.1	5.2	-5.5	-3.2	1.4
Cc1ccc(-c2cc3c(nn2)-c2ccccc2C3=O)cc1	-0.4	-77.2	-13.5	-1.4	20.0	-20.0	4.8	4.4	-9.8	-8.9
CCOc1ccc(NS(=O)(=O)c2cc(NC(=O)CCC(=O)c3cccs3)ccc2Cl)cc1	-0.9	9.6	2.9	-0.1	12.2	-12.2	-2.5	3.7	-7.5	4.1
CCOc1ccc(N(CC(=O)NC2CCC(C)CC2)S(=O)(=O)c2c(C)noc2C)cc1 (configuration not stated)	-1.4	-12.8	-5.9	-0.4	-11.2	11.2	-1.5	8.2	2.4	12.5
O=C(CC(c1ccccc1)c1ccccc1)Nc1ccc(C(=O)O)cc1	-5.6	4.0	3.6	-1.3	-22.3	22.3	6.7	4.2	-6.1	-8.4
Cc1nc(SCC(=O)NCC2CCCO2)c2c(C)c(C)sc2n1 (configuration not stated)	x	9.9	-4.8	-0.4	-7.2	7.2	x	-5.8	-9.0	-6.1
CN(CCCNC(=O)C1CCC(=O)N1Cc1ccccc1Cl)c1ccccc1 (configuration not stated)	-0.8	-12.7	-8.9	-0.1	-24.1	24.1	9.1	5.1	3.9	6.9
CCN(CC)C(=O)c1ccccc1NC(=O)c1cccc(S(=O)(=O)N(CC)CC)c1	-8.6	0.8	3.2	0.5	-39.8	39.8	0.5	-8.7	1.0	-3.3
O=C(NC1CCCCC1)C1CCN(c2cnccn2)CC1	-0.4	x	-1.2	-1.2	-14.7	14.7	0.6	x	6.2	x
O=C(NCC1CCCO1)c1cc2ccccc2cc1O (configuration not stated)	-7.0	61.5	7.3	0.5	-5.2	5.2	-0.1	x	-11.7	-12.9
O=c1cccc2n1Cc1cc3ccccc3nc1-2	1.4	39.9	-5.3	-0.1	-18.0	18.0	x	-0.8	-23.0	-224.7
COc1ccc(CN(C)C(C)C(=O)Nc2cccc3ccccc23)cc1 (configuration not stated)	x	-5.3	0.6	-0.3	x	x	0.7	-6.0	-10.6	3.6
NS(=O)(=O)c1cc2c(cc1C(F)(F)F)NCNS2(=O)=O	-2.2	-2.7	-4.1	-0.5	-15.6	15.6	x	-25.7	-8.8	-3.2
O=C(c1ccc(Cl)cc1)C1CCN(Cc2ccccc2)CC1	26.2	x	-7.9	0.0	13.9	-13.9	-1.2	1.9	-14.8	5.0
CC(=O)Oc1ccc(CC(C(=O)O)N2C(=O)c3ccccc3C2=O)cc1 (configuration not stated)	-4.5	-3.7	-5.2	-0.3	-5.3	5.3	1.2	-24.8	-12.3	3.0
COc1cccc(N2CC(C(=O)OC(C)C(=O)c3ccccc3)CC2=O)c1 (configuration not stated)	x	-6.3	0.1	-0.6	-25.2	25.2	0.5	x	-14.9	3.1
Cc1cc(=O)oc2cc3oc(=O)cc(C)c3cc12	1.9	12.5	2.0	1.2	-36.7	36.7	-2.0	-5.7	-3.8	-5.6
COc1ccccc1NC1=NC(C)(C)N=C(N)N1	-1.5	x	-2.8	-2.1	-10.2	10.2	-2.8	13.2	2.9	-4.6
Cc1cc(NS(=O)(=O)c2ccc(NC(=O)CSc3nc4ncc(Br)cc4[nH]3)cc2)nc(C)n1	-5.8	-6.9	-2.6	-2.6	-10.2	10.2	2.9	-20.1	-17.6	-7.3
CCOC(=O)Nc1ccc2nc3n(c(=O)c2c1)CCCCC3	-9.8	8.6	-3.7	-0.8	7.2	-7.2	-1.9	7.0	-16.7	1.8
Cc1ccc([N+](=O)[O-])cc1N=Nc1c(-c2ccc([N+](=O)[O-])cc2)[nH]n(C(N)=S)c1=O	x	-60.7	-4.8	-0.5	80.3*	-80.3	x	-30.2	8.1	8.3
CCOC(=O)C1(CC2CCCCO2)CCN(Cc2nccn2-c2cccc(C)c2)CC1 (configuration not stated)	3.8	-1.6	-1.2	-2.6	-2.4	2.4	5.8	-17.8	7.7	4.6
CC1CCN(C(=S)Nc2ccc(F)cc2)CC1	-0.5	12.1	5.4	-0.5	-17.6	17.6	-1.1	-10.3	-7.6	-7.0
Cn1ccnc1SCC(=O)Nc1cccc(C(F)(F)F)c1	-0.7	23.4	-6.4	-2.6	-11.4	11.4	-0.8	18.9	-7.9	-9.7

Going on with the list.
SMILES	CAL PDZ FP-1	MITF act	dFosB act	CAL PDZ FP-2	SR-BI DiI inh	SR-BI uptake up	NSD2 inh	PfHsp90 yeast 2	PvdQ inh	Rtt109 Vps75
CN(C)CCN(C(=O)CCS(=O)(=O)c1ccccc1)c1nc2c(F)cccc2s1	-2.3	11.4	-5.3	-2.4	-11.9	11.9	1.2	13.6	9.1	-1.0
CS(=O)(=O)c1cccc(C(=O)OCCCC(=O)c2ccccc2)c1	-1.4	15.0	-5.6	0.1	10.2	-10.2	1.5	x	-5.6	-4.6
COc1ccccc1CNC(=O)COC(=O)c1cc(=O)c2ccccc2o1	x	-7.0	-1.5	-1.1	-9.8	9.8	-3.1	2.3	14.8	19.4
Nc1cc(C(=O)O)c(N)c2c1C(=O)c1ccccc1C2=O	-0.4	-33.3	-11.1	3.1	x	x	x	10.1	0.1	6.9
Cc1cccn2c(=O)c3cc(C(=O)NCC4CCCO4)c(=N)n(CCc4ccccc4)c3nc12 (configuration not stated)	-3.6	18.9	-3.1	-3.7	1.8	-1.8	-0.1	17.6	-13.4	-28.7
O=C1CN(S(=O)(=O)c2ccc(Br)cc2)c2ccccc2N1	x	2.2	0.4	-0.1	-18.4	18.4	x	8.8	-11.7	1.4
CN(C(=O)COc1ccc2ccc(=O)oc2c1)C1CCS(=O)(=O)C1 (configuration not stated)	1.2	-6.4	-4.0	-2.7	-5.7	5.7	-2.1	-16.2	9.2	10.1
CCN(c1ccccc1)S(=O)(=O)c1ccc(Cl)c(NC(=O)COC(=O)c2cccc(OC)c2O)c1	-4.3	16.2	7.0	-1.8	14.4	-14.4	-1.3	-45.3	-11.6	-3.8
COc1ccc(C(O)C(CN2CCOCC2)c2ccccc2)cc1 (configuration not stated)	-2.6	-0.9	-1.6	0.6	-3.3	3.3	4.5	15.9	-7.5	-10.5
CCOc1cccc(C(=O)Nc2cccc(C(C)=O)c2)c1	-3.4	9.5	-2.6	-1.0	21.0	-21.0	-1.8	-6.2	-0.7	-5.7
COc1ccc(NC(=O)COC(=O)c2cc(S(=O)(=O)N3CCCC3)ccc2O)cc1	-3.2	-2.1	-9.7	-1.3	2.9	-2.9	-0.4	0.2	11.5	-4.8
CCOc1ccc(OCCC(=O)OCC(=O)Nc2cc(S(=O)(=O)N3CCOCC3)ccc2C)cc1	-1.9	21.8	-0.5	-1.5	5.0	-5.0	2.2	7.8	3.5	5.9
CCOc1ccccc1N(CC(=O)NCc1ccco1)C(=O)CCC(=O)Nc1nccs1	-4.2	-3.3	-7.7	0.0	-7.2	7.2	-1.0	-2.2	-6.9	4.1
O=C(NCCCN1CCOCC1)c1cc2ccccc2cc1O	-6.1	-0.9	-1.0	-2.2	-5.6	5.6	-0.7	7.8	-13.5	-43.6
O=C(Nc1ccccc1)c1ccc[n+](Cc2ccc([N+](=O)[O-])cc2)c1	-0.6	-5.7	-3.0	-2.1	-11.8	11.8	0.1	-4.6	-0.3	13.1
COc1cccc(Nc2nc(C)cc(C)c2C#N)c1	-2.8	-4.5	-0.5	x	36.8	-36.8	-1.3	-5.6	-8.7	5.9
O=S(=O)(Cc1ccccc1)Cc1cnc(Cl)s1	3.9	9.1	-3.1	-0.2	-5.8	5.8	0.4	6.1	7.8	20.8
O=C(NCc1cccc(F)c1F)C1CCC(=O)N(C2CCCCCC2)C1 (configuration not stated)	-0.8	5.2	-7.7	-2.5	10.2	-10.2	-0.9	-1.5	-11.6	5.1
O=C(Nc1ccccc1)C1CCCN1S(=O)(=O)c1cccs1 (configuration not stated)	-0.5	0.0	-6.1	-3.2	-8.7	8.7	-1.5	x	-5.2	-4.4
CC(NC(=O)C(Cc1ccccc1)n1cccc1)c1ccccc1 (configuration not stated)	2.7	-0.1	-1.8	-1.8	x	x	0.9	2.7	-19.5	13.7
O=C(NCCNCc1ccc(F)cc1)c1ccco1	2.9	-9.7	4.5	-1.1	-0.8	0.8	x	-35.4	-0.3	-10.7
CCn1cc(C=C2C(=O)c3ccccc3C2=O)c2ccccc21	-0.1	0.8	-3.3	-1.6	9.0	-9.0	1.3	-13.1	-5.6	x
CCCCC(CC)COC1(c2ccccc2)OC(=O)c2ccccc21 (configuration not stated)	-5.0	-23.1	4.9	-0.3	-1.2	1.2	-3.1	-6.9	-5.2	-2.7
COc1ccc(C)cc1Nc1n[n+](-c2ccccc2)c(-c2ccc(NC(C)=O)cc2)s1	-0.7	1.2	-1.3	0.5	9.1	-9.1	x	23.0	-0.1	7.2
CCC(CC)C(=O)Oc1c(Sc2ccccc2[N+](=O)[O-])c(C)nn1C(C)(C)C	-2.3	-2.7	0.6	-0.6	-20.7	20.7	0.5	8.5	0.7	-2.9
CCCCCCCC(=O)N/N=C/c1cccnc1	-2.1	3.2	-5.6	-0.1	-31.3	31.3	x	23.0	-7.9	1.9

Single records, from the list above. Values in the order: CAL PDZ FP-1, MITF act, dFosB act, CAL PDZ FP-2, SR-BI DiI inh, SR-BI uptake up, NSD2 inh, PfHsp90 yeast 2, PvdQ inh, Rtt109 Vps75
Listed for CS(=O)(=O)c1cccc(C(=O)OCCCC(=O)c2ccccc2)c1 = -1.4, 15.0, -5.6, 0.1, 10.2, -10.2, 1.5, x, -5.6, -4.6
Listed for COc1ccccc1CNC(=O)COC(=O)c1cc(=O)c2ccccc2o1 = x, -7.0, -1.5, -1.1, -9.8, 9.8, -3.1, 2.3, 14.8, 19.4
Listed for CN(C(=O)COc1ccc2ccc(=O)oc2c1)C1CCS(=O)(=O)C1 (configuration not stated) = 1.2, -6.4, -4.0, -2.7, -5.7, 5.7, -2.1, -16.2, 9.2, 10.1
Listed for CCOc1ccccc1N(CC(=O)NCc1ccco1)C(=O)CCC(=O)Nc1nccs1 = -4.2, -3.3, -7.7, 0.0, -7.2, 7.2, -1.0, -2.2, -6.9, 4.1
